Screening data as filed in PubChem BioAssay.
NSD2 block = inhibitors of human NSD2, primary screen, biochemical, plate reader, single point | AID 624260, 2012 | NSD2-SET H3K36me1 DELFIA fluorescence | inhibition, % at 12.5 µM | Histone-lysine N-methyltransferase NSD2 (Homo sapiens), O96028 | actives 0.07% (n = 44,000); in the data active = inhibition above about 54%, passing the limit was not always enough;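 note: inhibitors reduce the monomethyl H3K36 fluorescence signal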
Target sequence (O96028 whole entry, looked up): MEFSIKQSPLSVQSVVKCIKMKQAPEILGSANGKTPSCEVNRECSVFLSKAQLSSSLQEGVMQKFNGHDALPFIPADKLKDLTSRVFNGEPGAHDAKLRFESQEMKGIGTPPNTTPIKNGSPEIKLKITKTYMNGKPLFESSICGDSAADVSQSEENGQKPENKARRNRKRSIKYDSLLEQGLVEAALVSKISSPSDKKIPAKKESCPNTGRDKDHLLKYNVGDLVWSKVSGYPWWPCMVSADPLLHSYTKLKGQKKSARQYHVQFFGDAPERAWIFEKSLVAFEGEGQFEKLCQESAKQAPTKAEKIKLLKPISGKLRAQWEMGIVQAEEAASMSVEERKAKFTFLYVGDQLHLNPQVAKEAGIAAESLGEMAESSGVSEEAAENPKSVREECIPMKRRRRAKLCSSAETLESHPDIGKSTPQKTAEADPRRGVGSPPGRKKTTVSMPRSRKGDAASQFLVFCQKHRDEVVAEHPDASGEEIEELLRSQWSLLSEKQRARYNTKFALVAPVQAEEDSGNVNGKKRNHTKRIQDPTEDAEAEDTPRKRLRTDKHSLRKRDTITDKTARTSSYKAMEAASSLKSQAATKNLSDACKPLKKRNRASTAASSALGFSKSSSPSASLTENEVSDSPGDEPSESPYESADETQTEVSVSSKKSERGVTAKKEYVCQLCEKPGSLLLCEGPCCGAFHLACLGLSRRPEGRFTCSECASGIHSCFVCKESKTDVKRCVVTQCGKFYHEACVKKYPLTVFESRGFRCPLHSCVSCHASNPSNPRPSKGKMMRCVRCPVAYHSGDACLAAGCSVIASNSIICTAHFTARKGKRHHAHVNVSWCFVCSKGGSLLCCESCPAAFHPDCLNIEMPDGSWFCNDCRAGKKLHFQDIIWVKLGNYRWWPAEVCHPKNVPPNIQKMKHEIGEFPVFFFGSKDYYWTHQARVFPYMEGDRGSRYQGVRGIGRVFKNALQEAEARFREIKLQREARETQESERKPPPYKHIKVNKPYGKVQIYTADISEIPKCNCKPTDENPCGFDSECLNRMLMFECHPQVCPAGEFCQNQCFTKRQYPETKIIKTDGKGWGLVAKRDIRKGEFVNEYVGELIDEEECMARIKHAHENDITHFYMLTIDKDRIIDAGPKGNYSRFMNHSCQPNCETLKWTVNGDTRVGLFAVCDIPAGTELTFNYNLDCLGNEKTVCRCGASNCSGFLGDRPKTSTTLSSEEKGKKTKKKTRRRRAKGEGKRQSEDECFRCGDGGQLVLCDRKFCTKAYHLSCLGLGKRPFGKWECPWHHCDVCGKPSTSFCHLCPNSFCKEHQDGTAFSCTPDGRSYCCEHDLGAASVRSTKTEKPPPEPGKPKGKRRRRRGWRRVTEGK
* hit, by the source's call. An excerpt; the hit share may differ from the screen's.

Compound	NSD2 block
C[C@@H]1CN([C@@H](C)CO)C(=O)Cc2cc(NC(=O)Cn3cnnn3)ccc2O[C@@H]1CN(C)S(=O)(=O)c1ccccc1	2
COc1ccc(S(=O)(=O)N(C)C[C@@H]2OCCCC[C@H](C)Oc3ccc(N(C)C)cc3C(=O)N([C@@H](C)CO)C[C@H]2C)cc1	3
COCCOC(=O)N1C(=O)[C@@]2(c3ccccc31)[C@H](C(=O)NC[C@H](O)c1ccccc1)[C@H]1C(=O)O[C@H](c3ccccc3)[C@H](c3ccccc3)N1[C@@H]2c1ccc(OCCO)cc1	0
C[C@@H]1CN([C@@H](C)CO)C(=O)c2cc(NS(=O)(=O)c3ccc(F)cc3)ccc2O[C@@H](C)CCCCO[C@H]1CN(C)C(=O)Nc1ccc(F)cc1	-3
COc1cccc(-c2ccc3c(c2)O[C@@H](CN(C)Cc2cccnc2)[C@H](C)CN([C@H](C)CO)S3(=O)=O)c1	-4
COCCCNC(=O)[C@@]1(C)c2ccccc2C(=O)N(Cc2ccc(OC(F)(F)F)cc2)[C@H]1c1ccc(CO)cc1	-5
C[C@@H]1CN([C@@H](C)CO)C(=O)c2cc(Br)cnc2O[C@H]1CN(C)C(=O)NC1CCCC1	-14
C[C@@H]1CN([C@@H](C)CO)C(=O)c2cc(NC(=O)Cc3cn(C)c4ccccc34)ccc2O[C@@H]1CN(C)C(=O)NC1CCCCC1	-4
C[C@@H]1CN([C@H](C)CO)C(=O)c2cc(-c3ccc(F)cc3)cnc2O[C@H]1CN(C)CC1CCCC1	6
CNC[C@@H]1Oc2ncc(C#Cc3cccc(F)c3)cc2C(=O)N([C@H](C)CO)C[C@@H]1C	-1

Compound	NSD2 block
COc1ccc(S(=O)(=O)Nc2ccc3c(c2)CC(=O)N([C@@H](C)CO)C[C@@H](C)[C@H](CN(C)C(=O)Nc2ccccc2)O3)cc1	-1
C[C@@H]1CN([C@H](C)CO)C(=O)Cc2cc(NC(=O)Nc3ccc(F)cc3)ccc2O[C@@H]1CN(C)S(C)(=O)=O	-3
Cc1noc(C)c1NC(=O)Nc1ccc2c(c1)CC(=O)N([C@@H](C)CO)C[C@H](C)[C@H](CN(C)C(=O)Nc1ccc3c(c1)OCO3)O2	0
C[C@@H]1CN([C@H](C)CO)C(=O)c2cccc(NC(=O)Nc3cccc4ccccc34)c2O[C@@H]1CN(C)S(=O)(=O)c1ccc(Cl)cc1	0
CC(=O)Oc1ccc2c(c1C(C)C)CCC1C(C)(C)CCC[C@]21C (some centres not stated)	14
O=c1c(O)c(-c2ccc(O)cc2)oc2cc(OC3O[C@H](CO)[C@@H](O)[C@H](O)[C@H]3O)cc(O)c12 (some centres not stated)	27
Cc1ccc(S(=O)(=O)Nc2ccc3c(c2)C(=O)N([C@@H](C)CO)C[C@H](C)[C@H](CN(C)C(=O)Nc2cccc4ccccc24)O3)cc1	-1
COc1ccc(CN(C)C[C@H]2Oc3ccc(NC(=O)C4CC4)cc3C(=O)N([C@@H](C)CO)C[C@@H]2C)cc1	-3
CC(C)NC(=O)Nc1ccc2c(c1)C(=O)N([C@H](C)CO)C[C@H](C)[C@H](CN(C)C(=O)Nc1ccccc1)OCCCC[C@H](C)O2	4
COCCNC(=O)C[C@@H]1C[C@@H]2c3cc(NS(=O)(=O)c4ccc(F)cc4)ccc3O[C@@H]2[C@@H](CO)O1	0

Arranged by the number under NSD2 block (highest first): 6 from the list above
SMILES | NSD2 block
O=c1c(O)c(-c2ccc(O)cc2)oc2cc(OC3O[C@H](CO)[C@@H](O)[C@H](O)[C@H]3O)cc(O)c12 (some centres not stated) | 27
CC(=O)Oc1ccc2c(c1C(C)C)CCC1C(C)(C)CCC[C@]21C (some centres not stated) | 14
CC(C)NC(=O)Nc1ccc2c(c1)C(=O)N([C@H](C)CO)C[C@H](C)[C@H](CN(C)C(=O)Nc1ccccc1)OCCCC[C@H](C)O2 | 4
Cc1noc(C)c1NC(=O)Nc1ccc2c(c1)CC(=O)N([C@@H](C)CO)C[C@H](C)[C@H](CN(C)C(=O)Nc1ccc3c(c1)OCO3)O2 | 0
COc1ccc(S(=O)(=O)Nc2ccc3c(c2)CC(=O)N([C@@H](C)CO)C[C@@H](C)[C@H](CN(C)C(=O)Nc2ccccc2)O3)cc1 | -1
C[C@@H]1CN([C@H](C)CO)C(=O)Cc2cc(NC(=O)Nc3ccc(F)cc3)ccc2O[C@@H]1CN(C)S(C)(=O)=O | -3

(list continues)
Compound	NSD2 block
C[C@@H]1CN([C@@H](C)CO)C(=O)Cc2cc(NC(=O)CCCCCC(=O)Nc3ccccc3N)ccc2O[C@@H]1CN(C)C(=O)Nc1ccc(C(F)(F)F)cc1	-9
C[C@H](CO)N1C[C@H](C)[C@@H](CN(C)C(=O)c2ccccc2F)Oc2cc(-c3ccccc3)ccc2S1(=O)=O	4
COc1ccc(S(=O)(=O)N(C)C[C@H]2Oc3ccc(NS(C)(=O)=O)cc3C(=O)N([C@H](C)CO)C[C@H]2C)cc1	4
C[C@H]1CN([C@@H](C)CO)C(=O)Cc2cc(NC(=O)Nc3ccccc3)ccc2O[C@@H]1CN(C)Cc1ccc(C(=O)Nc2ccccc2N)cc1	-4
C[C@H]1CN([C@@H](C)CO)S(=O)(=O)c2ccc(-c3cccc(F)c3)cc2O[C@H]1CN(C)C(=O)C1CC1	-3
CCCN(C)C[C@@H]1Oc2ncc(-c3cccc(C(F)(F)F)c3)cc2C(=O)N([C@H](C)CO)C[C@@H]1C	6
Cc1ccc(-c2ccc3c(c2)O[C@@H](CN(C)C)[C@H](C)CN([C@H](C)CO)S3(=O)=O)cc1	4
C[C@@H]1CN([C@H](C)CO)C(=O)c2cc(NC(=O)C3CC3)ccc2O[C@@H]1CN(C)C(=O)Nc1cccc2ccccc12	-1
C/C=C/c1ccc2c(c1)O[C@H](CN(C)C(=O)Nc1cccc(F)c1)[C@H](C)CN([C@@H](C)CO)S2(=O)=O	3
C[C@H](CO)N1C[C@H](C)[C@@H](CN(C)Cc2ccc(C(=O)Nc3ccccc3N)cc2)Oc2ccc(NS(=O)(=O)c3ccccc3)cc2CC1=O	8

Reprinted at random: two compounds from above, in no set order.
Compound	NSD2 block
Cc1noc(C)c1NC(=O)Nc1ccc2c(c1)CC(=O)N([C@@H](C)CO)C[C@H](C)[C@H](CN(C)C(=O)Nc1ccc3c(c1)OCO3)O2	0
C[C@@H]1CN([C@@H](C)CO)C(=O)c2cc(NS(=O)(=O)c3ccc(F)cc3)ccc2O[C@@H](C)CCCCO[C@H]1CN(C)C(=O)Nc1ccc(F)cc1	-3

Remaining list, next part:
Compound	NSD2 block
C[C@H]1CN([C@@H](C)CO)C(=O)c2cc(/C=C/c3ccccc3)cnc2O[C@H]1CN(C)C	3
C[C@H]1CN([C@@H](C)CO)C(=O)c2cc(Br)cnc2O[C@@H]1CN(C)S(=O)(=O)c1ccccc1	4
Cc1noc(C)c1NC(=O)Nc1ccc2c(c1)C(=O)N([C@@H](C)CO)C[C@H](C)[C@@H](CN(C)C(=O)c1ccccc1)OCCCC[C@@H](C)O2	0
CCCNC(=O)N(C)C[C@@H]1Oc2cc(-c3ccccc3)ccc2S(=O)(=O)N([C@H](C)CO)C[C@H]1C	-4
COC(=O)c1cc(O)cc(OC)c1C(=O)c1c(O)cc(C)cc1O	2
CNC[C@H]1Oc2cc(-c3ccccc3F)ccc2S(=O)(=O)N([C@@H](C)CO)C[C@H]1C	5
C[C@H](CO)N1C[C@H](C)[C@@H](CN(C)C(=O)Nc2ccc3c(c2)OCO3)Oc2ccc(NC(=O)Nc3cccc4ccccc34)cc2C1=O	-4
C[C@@H]1CN([C@H](C)CO)C(=O)c2cc(NS(=O)(=O)c3ccc(F)cc3)ccc2O[C@@H]1CN(C)S(=O)(=O)c1ccc(F)cc1	-4
C[C@H]1CN([C@@H](C)CO)C(=O)c2cc(NC(=O)Nc3ccc4c(c3)OCO4)ccc2O[C@H]1CN(C)C(=O)Nc1ccc(C(F)(F)F)cc1	-2
CC(C)C#Cc1cnc2c(c1)C(=O)N([C@@H](C)CO)C[C@H](C)[C@@H](CN(C)C(=O)Nc1ccccc1)O2	-1

Compound	NSD2 block
C[C@H](CO)N1C[C@H](C)[C@H](CN(C)C(=O)Nc2cccc3ccccc23)Oc2ccc(NC(=O)NC3CCCCC3)cc2C1=O	-8
CC(C)NC(=O)N(C)C[C@H]1Oc2ccc(NS(=O)(=O)c3cccs3)cc2CC(=O)N([C@@H](C)CO)C[C@@H]1C	2
C[C@H](CO)N1C[C@H](C)[C@H](CN(C)Cc2ccc(C(=O)O)cc2)Oc2ccc(NC(=O)CCN3CCOCC3)cc2CC1=O	5
CCCC#Cc1cnc2c(c1)C(=O)N([C@@H](C)CO)C[C@@H](C)[C@H](CN(C)C(=O)Cc1ccncc1)O2	-3
C[C@H](CO)N1C[C@H](C)[C@@H](CN(C)S(=O)(=O)c2ccc(F)cc2)OCCCC[C@H](C)Oc2ccc(NC(=O)c3ccccc3)cc2C1=O	2
C[C@@H]1CN([C@@H](C)CO)S(=O)(=O)c2ccc(C#CC3CC3)cc2O[C@@H]1CN(C)C(=O)c1ccncc1	-2
O=C(CCCCCCC(=O)Nc1ccccc1O)N/N=C/c1cccnc1	-1
C[C@@H]1CCCCO[C@@H](CN(C)C(=O)Cc2ccccc2)[C@@H](C)CN([C@@H](C)CO)C(=O)c2cc(NS(=O)(=O)c3ccc(Cl)cc3)ccc2O1	-3
CC(C)C#Cc1ccc2c(c1)O[C@H](CN(C)CC1CCOCC1)[C@@H](C)CN([C@H](C)CO)S2(=O)=O	-1
CC(C)NC(=O)N(C)C[C@@H]1Oc2ccc(NC(=O)Cc3cn(C)c4ccccc34)cc2C(=O)N([C@@H](C)CO)C[C@H]1C	0

Compound	NSD2 block
Cc1ccc(S(=O)(=O)N(C)C[C@H]2OCCCC[C@H](C)Oc3ccc(NC(=O)CCCN(C)C)cc3C(=O)N([C@H](C)CO)C[C@H]2C)cc1	2
CC(=O)N(C)C[C@H]1Oc2cc(-c3ccc(F)cc3)ccc2S(=O)(=O)N([C@@H](C)CO)C[C@H]1C	-11
C[C@H](CO)N1C[C@H](C)[C@@H](CN(C)Cc2ccccc2C(=O)O)Oc2cc(-c3ccc(C(=O)N(C)C)cc3)ccc2S1(=O)=O	7
C[C@H](CO)N1C[C@H](C)[C@@H](CN(C)C(=O)c2ccc(F)cc2)Oc2ncc(C3=CCCCC3)cc2C1=O	-8
COC(=O)c1cccc(COC(=O)c2cc(=O)[nH]c3ccccc23)c1	1
COc1cc(/C(C)=C/C(C)CCCC(=O)O)oc(=O)c1C (configuration not stated)	-13
C[C@H](CO)N1C[C@H](C)[C@@H](CN(C)Cc2cccnc2)OCc2cn(nn2)CCCC1=O	4
COc1ccc(NC(=O)N(C)C[C@@H]2Oc3c(NC(=O)C4CC4)cccc3C(=O)N([C@H](C)CO)C[C@H]2C)cc1	0
Cc1ccc(S(=O)(=O)N(C)C[C@H]2Oc3ccc(NC(=O)Nc4c(C)noc4C)cc3CC(=O)N([C@H](C)CO)C[C@H]2C)cc1	1
CCC(=O)N(C)C[C@@H]1Oc2cc(C#CCN(C)C)ccc2S(=O)(=O)N([C@@H](C)CO)C[C@@H]1C	6

Compound	NSD2 block
C[C@H](NC(=O)C[C@@H]1C[C@@H]2c3cc(NS(C)(=O)=O)ccc3O[C@@H]2[C@@H](CO)O1)c1ccccc1	-12
COc1ccc(NC(=O)N(C)C[C@@H]2Oc3c(NC(=O)NC4CCCCC4)cccc3C(=O)N([C@@H](C)CO)C[C@@H]2C)cc1	3
C[C@H](CO)N1C[C@H](C)[C@H](CN(C)Cc2ccc(C(=O)Nc3ccccc3N)cc2)Oc2ccc(NS(=O)(=O)c3ccccc3)cc2CC1=O	2
C[C@@H]1CCCCO[C@@H](CN(C)S(C)(=O)=O)[C@H](C)CN([C@@H](C)CO)C(=O)c2cc(NS(=O)(=O)c3cn(C)cn3)ccc2O1	4
C[C@H](CO)N1C[C@H](C)[C@@H](CN(C)C(=O)Nc2ccccc2)Oc2ccc(NC(=O)Cn3cnnn3)cc2C1=O	0
CC(C(O)c1ccc(O)cc1)N1CCC(Cc2ccccc2)CC1 (configuration not stated)	-1
C[C@@H]1CN([C@@H](C)CO)C(=O)c2cccc(NC(=O)c3nc4ccccc4s3)c2O[C@H]1CN(C)S(=O)(=O)c1cn(C)cn1	0
C[C@@H]1CCCCO[C@@H](CN(C)C(=O)c2ccccc2)[C@@H](C)CN([C@@H](C)CO)C(=O)c2cc(NS(=O)(=O)c3ccccc3)ccc2O1	7
C[C@@H]1CN([C@@H](C)CO)C(=O)c2cc(NS(=O)(=O)c3cccs3)ccc2O[C@@H]1CN(C)CC1CC1	-1
CCC[C@H]1CC2=C(C[C@@H](CC)CC3=C1C(=O)OC3=O)C(=O)OC2=O	-2

Compound	NSD2 block
O=C(NC1CC1)C1=C[C@@H](C2CC2)C[C@@H](OCCCCO)O1	4
CC(C)(C(=O)Oc1ccccc1)S(=O)(=O)c1ccc(C(F)(F)F)cn1	1
O=C(N/N=C/c1ccc2c(c1)Cc1ccccc1-2)c1ccccn1	3
C[C@@H]1CN([C@H](C)CO)C(=O)Cc2cc(NS(=O)(=O)c3cn(C)cn3)ccc2O[C@H]1CN(C)C(=O)Nc1ccc(C(F)(F)F)cc1	5
COc1ccc(NC(=O)N(C)C[C@H]2OCCCC[C@@H](C)Oc3ccc(NS(=O)(=O)c4cn(C)cn4)cc3C(=O)N([C@@H](C)CO)C[C@H]2C)cc1	-3
C[C@@H]1CCCCO[C@H](CN(C)S(=O)(=O)c2cccs2)[C@@H](C)CN([C@H](C)CO)C(=O)c2cc(NS(=O)(=O)c3ccc(Cl)cc3)ccc2O1	-8
CC12CCC3c4ccc(OC(=O)c5ccccc5)cc4CCC3C1CCC2O (configuration not stated)	-2
COc1ccc([Si](C)(C)[C@@H]2[C@@H](CCO)O[C@]3(C(=O)N(Cc4ccccc4)c4ccc(N5CCC5=O)cc43)[C@H]2C)cc1	-5
